INS promoter inh = inhibitors of insulin promoter-driven GFP, primary screen, imaging, TRM-6 cells (human fetal islet line), eGFP reporter, cell count; inhibition, % at 2 µM; reporter expression induced with tamoxifen; 130,000 compounds, 0.9% hits; AID 1273, 2008;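 active means inhibition above the mean plus 3 SD, with well images judged a real hit on visual review, cut at about 60% in these data, passing the limit was not always enough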
sdo1 growth = growth rescue of sdo1-depleted yeast, primary screen, S. cerevisiae, bone marrow failure model; 140,000 compounds, 0.21% hits; z-score at 10 µM; S. cerevisiae sdo1-depleted JHY4D growth rescue, OD600 30 h; hits give high values; pdr5 snq2 efflux-pump mutant strain;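 active means z-score above 3 at both the 24 hr and the 30 hr optical density reads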;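 further: z-score against mean and SD of all compound wells on the same plate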
sdo1 growth Rescue 24 h = second read-out of sdo1 growth, no call of its own (marks repeat the call); z-score; S. cerevisiae sdo1-depleted JHY4D growth rescue, OD600; measured here: growth rescue at 24 h;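 0 is the plate mean of compound wells and units are plate SD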
Numbers without * were called inactive; · = not tested or not shown; [ ] = dose if it differs, or a comment. Some of the compounds tested (hit frequency here may not be typical).

SMILES	INS promoter inh	sdo1 growth	sdo1 growth Rescue 24 h
COc1ccc(S(=O)(=O)Nc2nnc(C)s2)cc1	·	-0.41	-0.5
C/C(=N/NC(=O)Cc1cccs1)c1ccco1	25	1.8	0.65
CCOC(=O)c1cc(NC(=O)c2ccc(Cl)cc2)c(=O)oc1-c1ccccc1	52	-0.48	1.6
O=C(Nc1ccc2c(c1)OCO2)N1CCN(c2ncc(C(F)(F)F)cc2Cl)CC1	-9	-2.3	-1.9
Cc1ccc(CNC(=O)c2cn(C)c(=O)c3c2c2ccccc2n3C)o1	0	0.27	-0.01
COC(=O)c1c(C)oc2ccc(N(C(=O)c3ccncc3)S(=O)(=O)c3ccc4ccccc4c3)cc12	·	-0.37	0.42
CCCCCCCC(=O)N/N=C/c1ccco1	·	-0.39	-0.79
COc1cccc2sc(Nc3nnc(-c4cccs4)o3)nc12	·	1.7	2.7
CN(C)S(=O)(=O)N1CCN(C(=O)c2ccccc2Cl)CC1	43	1	0.39
COc1ccc(-c2nn(-c3ccccc3)cc2C#N)cc1	14	-0.29	0.23
CN(C)Cc1nc2c([nH]1)c(=O)n(C)c(=O)n2C	·	0.82	0.49
CC(C)[C@H](NC(=O)c1ccccc1)C(=O)OCC(=O)N1CC(=O)Nc2ccccc21	6	0.4	-0.68
CCOC(=O)c1ccccc1NC(=S)N1CCCCC1	-72	0.4	0.26
CCN(CC)C(=O)C12CC3CC(CC(Br)(C3)C1)C2	3	·	·
COc1cc(C(c2nnnn2C(C)(C)C)N2CCN(c3nc4ccccc4s3)CC2)ccc1O (configuration not stated)	-7	-0.38	-0.22
CCOC(=O)c1cc2ccccc2nc1C	57	0.4	0.52
CCC(C)NC(=O)C1CCCCN1S(=O)(=O)c1ccc(F)cc1 (configuration not stated)	-11	0.32	0.39
CCC(=O)Nc1c(C)nn(-c2ccc(C)c(C)c2)c1C	31	0.65	0.03
CCNC(=S)Nc1cccc(Cl)c1C	-233	0.4	-0.15
Cc1cc(C(=O)Nn2c(-c3ccc(Br)cc3)nc3ccccc3c2=O)ccc1[N+](=O)[O-]	-49	-0.45	-0.63
Cc1ccc(-n2nc(C)c3c(C)c(CCC(=O)NC(C)c4ccccc4)c(C)nc32)cc1 (configuration not stated)	·	-2.6	-1.7
Cc1c(/C(O)=C2\C(=O)C(=O)N(CCN(C)C)C2c2ccco2)cnn1-c1ccccc1 (configuration not stated)	19	-0.14	-0.55
Cc1cc(-n2nc(C)cc2C)n2ncc(-c3ccccc3)c2n1	·	-1.6	-1.3
CCOC(=O)C1CCCN(C(=O)/C=C/c2cccc([N+](=O)[O-])c2)C1 (configuration not stated)	-16	0.61	0.87
Cc1ccc(-c2nc3ccccc3[nH]2)cc1N	-57	0.85	0.69
Other compounds:
SMILES	INS promoter inh	sdo1 growth	sdo1 growth Rescue 24 h
COc1ccc(-c2csc(C)n2)cc1OC	-54	-0.13	-0.28
Cc1ccc(S(=O)(=O)NCc2cccnc2)s1	-24	0.54	-0.11
O=C1CC2(CCCCC2)Oc2ccc(O)cc21	·	-0.16	0.15
Cc1ccc(OC(=O)c2ccc(C)c([N+](=O)[O-])c2)cn1	-31	·	·
Cc1ccc(C)c2sc(NC(=O)c3ccc(N4C(=O)CCC4=O)cc3)nc12	25	-1.6	-1.2
COCc1cc(=O)[nH]c(Sc2c(-c3ccccc3)c3ccc(Cl)cc3[nH]c2=O)n1	15	0.29	-0.86
N=C1S/C(=C\c2cn[nH]c2-c2ccc(F)cc2)C(=O)N1c1ccccc1F	44	0.57	-1.2
O=C(Nc1ccc2c(c1)oc1ccccc12)c1ccncc1	·	-2.1	-1.5
CN(C)/C=C/C=C1C(=O)CCCC1=O	-58	0.56	0.7
Cc1ccc2oc(=O)c3cnn(CC(=O)N4CCN(c5ccccn5)CC4)c3c2c1	·	-0.51	-1.1
CCCCNc1ccc(S(N)(=O)=O)cc1[N+](=O)[O-]	-38	0.48	-0.42
CCOc1ccc(C(=O)C(CN2CCOCC2)c2ccccc2)cc1 (configuration not stated)	29	-2.2	-0.88
COc1ccc2nc(/N=C\N(C)C)sc2c1	-25	0.31	-0.03
COCCn1nnnc1C(c1cc(OC)ccc1OC)N1CCc2ccccc2C1 (configuration not stated)	·	-0.7	-0.12
O=C1Nc2ccc(Br)cc2C1=Nc1ccc(-c2nnc3n2CCCCC3)cc1	33	1	1.2
CCOC(=O)c1sc(NC(=O)c2cc(-c3ccc(C)cc3)nc3ccccc23)c(C#N)c1C	·	-1.1	-0.33
CCCCCCc1cc2cc(C(=O)Nc3cccc(OC)c3)c(=O)oc2cc1O	-32	0.6	1.3
O=C(C1=C(O)C(=O)N(CCc2ccccc2)C1c1cccs1)c1ccco1 (configuration not stated)	14	·	·
Cc1ccc(C23CC4CC(CC(C(=O)OCC(=O)NC5CCS(=O)(=O)C5)(C4)C2)C3)cc1 (configuration not stated)	33	-0.55	-0.62
COC(=O)/C=C1/SC(=Nc2ccc(C)cc2C)NC1=O	·	-0.49	-0.34
CCNc1nc(NCC)n2c(SCc3ccc(F)cc3)nnc2n1	·	0.19	-0.03
Cc1ccc(S(=O)(=O)Oc2ccc(/C=C(/NC(=O)c3ccccc3)C(=O)O)cc2)cc1	25	·	·
O=C(Oc1cccc(-n2cnnn2)c1)c1sc2ccccc2c1Cl	·	-0.29	0.85
COc1ccc(-c2cc(CNC(C)=O)on2)cc1	·	-0.76	-0.89
Cc1ccc(CSc2nnc(-c3cccc(S(=O)(=O)N4CCOCC4)c3)n2CC(C)C)cc1	17	-0.74	-1.2

A draw from above in order of SMILES length, high to low.
SMILES	INS promoter inh	sdo1 growth	sdo1 growth Rescue 24 h
COC(=O)c1c(C)oc2ccc(N(C(=O)c3ccncc3)S(=O)(=O)c3ccc4ccccc4c3)cc12	·	-0.37	0.42
Cc1ccc(C23CC4CC(CC(C(=O)OCC(=O)NC5CCS(=O)(=O)C5)(C4)C2)C3)cc1 (configuration not stated)	33	-0.55	-0.62
Cc1cc(C(=O)Nn2c(-c3ccc(Br)cc3)nc3ccccc3c2=O)ccc1[N+](=O)[O-]	-49	-0.45	-0.63
CCOC(=O)c1sc(NC(=O)c2cc(-c3ccc(C)cc3)nc3ccccc23)c(C#N)c1C	·	-1.1	-0.33
CC(C)[C@H](NC(=O)c1ccccc1)C(=O)OCC(=O)N1CC(=O)Nc2ccccc21	6	0.4	-0.68
COCc1cc(=O)[nH]c(Sc2c(-c3ccccc3)c3ccc(Cl)cc3[nH]c2=O)n1	15	0.29	-0.86
Cc1ccc2oc(=O)c3cnn(CC(=O)N4CCN(c5ccccn5)CC4)c3c2c1	·	-0.51	-1.1
O=C(C1=C(O)C(=O)N(CCc2ccccc2)C1c1cccs1)c1ccco1 (configuration not stated)	14	·	·
CCCCCCc1cc2cc(C(=O)Nc3cccc(OC)c3)c(=O)oc2cc1O	-32	0.6	1.3
COCCn1nnnc1C(c1cc(OC)ccc1OC)N1CCc2ccccc2C1 (configuration not stated)	·	-0.7	-0.12
CCN(CC)C(=O)C12CC3CC(CC(Br)(C3)C1)C2	3	·	·
COc1cccc2sc(Nc3nnc(-c4cccs4)o3)nc12	·	1.7	2.7
COc1ccc(-c2nn(-c3ccccc3)cc2C#N)cc1	14	-0.29	0.23
CCOC(=O)c1ccccc1NC(=S)N1CCCCC1	-72	0.4	0.26
Cc1ccc(S(=O)(=O)NCc2cccnc2)s1	-24	0.54	-0.11
COc1ccc2nc(/N=C\N(C)C)sc2c1	-25	0.31	-0.03
COc1ccc(-c2csc(C)n2)cc1OC	-54	-0.13	-0.28
CCNC(=S)Nc1cccc(Cl)c1C	-233	0.4	-0.15

Further structures:
SMILES	INS promoter inh	sdo1 growth	sdo1 growth Rescue 24 h
COC(=O)/C(=C/c1c[nH]c2ccccc12)[N+](=O)[O-]	·	0.01	-0.35
O=C(CNC(=S)N(Cc1ccccc1)Cc1ccccc1F)NCCc1ccc(Cl)cc1	33	·	·
C/C(=N/NC(=O)c1ccc2c(c1)OCO2)c1cccc(NC(=O)C(C)(C)C)c1	-9	0.93	-0.2
CCC(CO)NC(=O)c1cccc(S(=O)(=O)N2c3ccccc3CC2C)c1 (configuration not stated)	·	-0.55	-0.68
O=P1(Nn2cnnc2)C=C(c2ccccc2)OC(c2ccccc2)=C1	3	0.37	0.33
COCCCNC(=O)C(=O)NC1CCCCC1C (configuration not stated)	-5	·	·
O=[N+]([O-])c1ccccc1S(=O)(=O)Oc1ccc(C(=S)N2CCOCC2)cc1	-7	0.68	0.94
Clc1ccccc1Cn1nnc2c(NCC3CC3)ncnc21	·	-0.38	-0.23
COc1ccccc1Nc1nc(-c2sc(NC(=O)c3ccccc3)nc2C)cs1	0	-0.25	-0.69
O=C1C(=O)N(C2CCCC2)C(=O)N1Cc1c(F)cccc1Cl	27	·	·
COC(=O)C1=C(N)c2c(F)cccc2C1(C#N)c1ccc(F)cc1 (configuration not stated)	50	0.07	0.11
COc1cc(C2N(c3cc(C)on3)C(=O)C3CCCN32)cc(OC)c1OC (configuration not stated)	43	1.2	0.75
Clc1ccc(C2=Nn3c(nnc3-c3cccnc3)SC2)s1	-23	-0.79	0.14
O=S(=O)(Cc1ccccc1Cl)NCc1ccccc1	0	·	·
O=C(CN1C(=O)C2CC=CCC2C1=O)Nc1nc2ccccc2[nH]1 (configuration not stated)	·	-0.31	-0.55
CCCN(CCC)S(=O)(=O)c1ccc(C(=O)O)cc1	0	0.09	-0.03
Fc1ccccc1CCNc1nnnn1-c1ccccc1	-4	0.23	0.22
CCc1ccc(S(=O)(=O)NCCc2cn3cccc(C)c3n2)s1	-12	·	·
Cc1ccc(O)c(CNc2cccc3cccnc23)c1	-113	·	·
CCc1ccc2c(COC(=O)c3n[nH]c4ccccc34)cc(=O)oc2c1	·	-1.8	-0.68
Cc1nc2cccc(C)n2c(=O)c1Cl	-14	1.9	1.8
CC(OC(=O)CNC(=O)c1ccc2c(c1)OCO2)C(=O)NCCC1=CCCCC1 (configuration not stated)	·	-0.18	-0.55
Cc1nnc(SCc2ccccc2C#N)n1-c1ccccc1	-93	0.92	-0.1
CCCCC(=O)Nc1ncc2c(n1)CC(C)(C)CC2=O	6	-0.45	-0.35
CC(=O)Nc1ccc(S(=O)(=O)N(C)CC(=O)NC2=NCCS2)cc1	·	1.3	0.9
Remaining list, next part:
SMILES	INS promoter inh	sdo1 growth	sdo1 growth Rescue 24 h
CCCCN1C(=O)/C(=C2/C=CC=CN2C)SC1=S	26	-0.46	-1.3
COc1cc(OC)cc(-c2cc3nc(C)c(CCC(=O)O)c(C)n3n2)c1	·	-0.56	-1.1
COC(=O)c1ccc(NC(=O)CCS(=O)(=O)c2ccc(Br)cc2)cc1	14	·	·
CC(C(=O)NCC1CCCO1)n1cccc1C(=O)c1ccccc1 (configuration not stated)	·	1.5	1.6
COC(=O)Cc1[nH]nc2c1C1(CCSCC1)C(C#N)=C(N)O2	21	0.63	-0.18
CCS(=O)(=O)N1CCCC(C(=O)NC2CCCCC2)C1 (configuration not stated)	-42	0.58	0.14
Cc1nc2ccc(NC(=O)c3sccc3C)cc2s1	0	-0.32	-0.75
Cc1c(NC2=CC(=O)CC(C)(C)C2)ccc([N+](=O)[O-])c1C	-42	-0.81	-0.08
COC(=O)NCC1(C)CC(NC(=O)OC)CC(C)(C)C1 (configuration not stated)	0	2.4	3.7
O=C(c1ccncc1)N1CCN(C(=O)c2ccncc2)CC1	-32	0.19	-0.62
CC(c1ccco1)N(C(=O)c1ccccc1NS(=O)(=O)c1ccc(Cl)cc1)c1ccccn1 (configuration not stated)	·	-0.92	-0.47
CCOC(=O)CSc1ncc(-c2cccc(Cl)c2)cn1	22	3.4	-0.26
CC(C)OC(=O)c1ccc(NC(=O)c2ccco2)cc1	10	0.39	0.46
CCc1cc(C(c2ccccn2)N2CCN(C)CC2)c(NC(=O)c2ccccc2)s1 (configuration not stated)	·	0.11	0.06
CCC(C)NS(=O)(=O)c1ccc(OC)c(Cl)c1Cl (configuration not stated)	14	-0.58	-0.98
CC1CN(C(=O)CSc2nnc(-c3ccc(Cl)cc3)n2C)CC(C)O1 (configuration not stated)	-31	-0.66	-0.87
c1ccc(-c2nn3c(C4CCCCC4)nnc3s2)nc1	56	-0.68	-1.1
O=C(NCc1ccc(Cl)cc1)c1noc2c1CCCCC2	·	0.28	0.09
CCOc1ccc(C(CC(=O)O)NC(=O)C(Sc2ccccc2)c2ccccc2)cc1 (configuration not stated)	30	·	·
N#Cc1nc(-c2cccs2)oc1NCc1ccco1	-39	-0.6	-0.56
CCOC(=O)C1CCCN(Cc2c(Cl)cccc2Cl)C1 (configuration not stated)	55	-0.13	-0.73
COc1ccc(CNc2ccc3c(c2)ncn3-c2ccccc2OC)cc1	-51	-1.8	-0.4
COc1ccc(-c2noc(CCC(=O)Nc3cc(OC)ccc3OC)n2)cc1	20	-0.03	0.38
CCOc1ccc(CCNC(=O)C2=C(C)C(=O)OC23CCC(C)CC3)cc1 (configuration not stated)	-40	-0.77	-1.2
COC(=O)c1cc(Br)ccc1OC(=O)c1cccnc1	·	1.7	1.9
COc1cc(C(=O)NNC2=CC(=O)CC(C)(C)C2)cc(OC)c1OC	·	0.78	0.47
CC(=O)Nc1ccc(S(=O)(=O)N2CCN(CC(=O)NC3CCCC3)CC2)cc1	·	-0.07	-0.84
Cc1cc(C)c2cc(CN(CC3CCCO3)C(=O)NC3CCCCC3)c(=O)[nH]c2c1 (configuration not stated)	41	·	·
CCOc1ccccc1OCCCOc1ccc([N+](=O)[O-])cc1Cl	3	-0.49[9.4 µM]	-0.01

Screening results: PubChem BioAssay, several laboratories
